# Compound activity (PubChem BioAssay)
# SK-BR-3 tox 24h: SK-BR-3 proliferation inhibitors | SK-BR-3 viability, CellTiter-Glo ATP luminescence, 24 h; stronger effect = lower value | viability, % at 10 µM | 41,000 tested, 0.47% active | AID 847;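 active = viability at or below the median of all test compounds minus 3 SD, in both replicates if run twice, cut at about 45% in these data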;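 also: 100% = median untreated cell wells and 0% = median positive control drug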
# Numbers without * were called inactive; & = joins results of further samples. A portion of the library. The share of hits here may be higher or lower than overall.
# The opening six compounds, to show the layout:
SMILES,SK-BR-3 tox 24h
Cc1ccc(NC(=O)Cn2c(=O)n(CCCC(=O)NCc3ccco3)c(=O)c3ccccc32)cc1,83.6
CCOC(=O)c1cnc2cc(Cl)c(OC)cc2c1NCC1CCCO1 (stereo unspecified),72.6
CC(C)(C)OC(=O)NCCc1nnc(SCc2ccccc2Cl)o1,76.9
CC(=O)Nc1ccc(S(=O)(=O)N(Cc2ccco2)CC2CCCO2)cc1 (stereo unspecified),87.1
CC(=O)Nc1ccc(S(=O)(=O)Nc2nc3c(s2)CCCC3)cc1,90.7
COc1cc(/C=C/C2=NC(=O)C(C)(C)O2)ccc1O,77.2

# All compounds of this part, previewed entries included:
SMILES,SK-BR-3 tox 24h
Cc1ccc(NC(=O)Cn2c(=O)n(CCCC(=O)NCc3ccco3)c(=O)c3ccccc32)cc1,83.6
CCOC(=O)c1cnc2cc(Cl)c(OC)cc2c1NCC1CCCO1 (stereo unspecified),72.6
CC(C)(C)OC(=O)NCCc1nnc(SCc2ccccc2Cl)o1,76.9
CC(=O)Nc1ccc(S(=O)(=O)N(Cc2ccco2)CC2CCCO2)cc1 (stereo unspecified),87.1
CC(=O)Nc1ccc(S(=O)(=O)Nc2nc3c(s2)CCCC3)cc1,90.7
COc1cc(/C=C/C2=NC(=O)C(C)(C)O2)ccc1O,77.2
Cn1c(SCC(=O)N2CCCC2)nc2ccccc2c1=O,90.6
Cc1cc(C)c2[nH]c(=O)c(=O)[nH]c2c1,91.2
CCOC(=O)CSc1ncnc2c1cnn2-c1ccc(C)cc1,90.9
O=c1c2c(nc3c(-c4ccccc4)c[nH]n13)CCCC2,93.0
Clc1ccc(Cl)c2sc(N3CCOCC3)nc12,88.9
COc1ccc(CN(CCCN2CCOCC2)S(=O)(=O)N(C)C)cc1OC,96.2
CCn1c(SCC(=O)N2c3ccccc3Sc3ccccc32)nnc1-c1ccco1,80.9
CCOc1ccc(C2CC(c3cccc(OC)c3OC)n3nnnc3N2)cc1Cl (stereo unspecified),88.0
Cc1cc(NC(=O)CCC(=O)N(Cc2cccs2)C(C(=O)NC2CCCC2)c2ccncc2)no1 (stereo unspecified),110.8
Cc1ccc(C2C3CSCC=C3C(C#N)=C(N)C2(C#N)C#N)cc1 (stereo unspecified),95.0
Cc1ccc(-c2cc(C(=O)N3CCN(C(=O)c4ccco4)CC3)no2)cc1,104.7
O=C(Nc1nnc(Cc2ccccc2)s1)c1cccs1,84.7
CCOC(=O)C(C(=O)OCC)C(C#N)c1ccccc1 (stereo unspecified),113.8
COc1ccccc1C(=O)Nc1ccc2c(c1)OCCO2,87.9
CCn1c2ccccc2c2nnc(SCC(=O)NCc3cccs3)nc21,86.8
CCn1c(CNC(=O)c2ccc(OC)cc2)nnc1SCC(=O)c1ccccc1,85.9
CCOc1ccc(OCC)c(NC(=O)c2ccc(CNc3c(N4CCOCC4)c(=O)c3=O)cc2)c1,69.8
Cc1nn(Cc2ccc(F)cc2)c(C)c1NC(=O)c1cc(-c2ccco2)on1,80.1
Clc1ccc(OCc2nnc(SCCN3CCCCC3)n2Cc2ccco2)cc1,61.1
O=C(NCCc1ccccc1)C1CC(c2ccccc2O)=NO1 (stereo unspecified),98.2
CC1(C)CC(CCC(=O)Nc2ccccc2Cl)C(=O)O1 (stereo unspecified),124.1
CCSc1nnc(NC(=O)c2csc3c2CCC(C)C3)s1 (stereo unspecified),90.6
Cn1nnnc1SCC(=O)N1CCN(C(c2ccccc2)c2ccccc2)CC1,84.6
COc1cc(O)c(NC(C)=O)c2nonc12,113.6

# Sorted by length of the SMILES (falling): 3 of the compounds above.
SMILES,SK-BR-3 tox 24h
Cc1nn(Cc2ccc(F)cc2)c(C)c1NC(=O)c1cc(-c2ccco2)on1,80.1
CC(=O)Nc1ccc(S(=O)(=O)N(Cc2ccco2)CC2CCCO2)cc1 (stereo unspecified),87.1
CC(=O)Nc1ccc(S(=O)(=O)Nc2nc3c(s2)CCCC3)cc1,90.7

# Additional compounds follow:
SMILES,SK-BR-3 tox 24h
COc1ccccc1-c1cn(S(=O)(=O)c2ccc(F)cc2)nc1N,89.8
C=CCNc1sc(C(=O)C(C)(C)C)c(N)c1C#N,95.4
C=C(C)c1cccc(C(C)(C)NC(=O)N2CCN(C)CC2)c1,118.3
O=S(=O)(NCCOCCNS(=O)(=O)c1ccccc1)c1ccccc1,107.4
O=C(NCc1ccco1)c1ccc(Br)c(S(=O)(=O)N2CCCCC2)c1,94.3
CC(=O)CCc1c(C)c2cccc(C)c2[nH]c1=O,81.0
O=C(Nc1ccc(Cl)cc1C(=O)Nc1ccc(Br)cn1)c1ccco1,95.7
Cc1ccccc1NC(=O)C(C#N)Cc1cccnc1 (stereo unspecified),110.3
CCOc1ccc2nc(NC(=O)C(NS(=O)(=O)c3cccs3)C(C)C)sc2c1 (stereo unspecified),96.5
O=C(Nc1ccc(N2CCOCC2)cc1)C1CCCN(S(=O)(=O)c2ccccc2)C1 (stereo unspecified),68.5
CC(OC(=O)c1ccco1)C(=O)NC1CCCCC1 (stereo unspecified),79.1
CSCCC(NC(=O)c1cc(C(C)(C)C)oc1C)C(=O)O (stereo unspecified),88.2
CN(Cc1ccccc1)Cc1nc2c(c(=O)n(C)c(=O)n2C)n1Cc1ccc(Cl)cc1,60.6
CC(=O)CSc1ncnc2c1oc1ccccc12,93.5
CCN(CC)c1nc2nonc2nc1N(CC)CC,87.2
O=S(=O)(c1cccs1)N1CN(Cc2cccs2)c2nc3ccccc3nc21,76.8
COn1c(C)c(C(C)=O)c2c3nonc3ccc21,107.7
CCN(CC)CCCN(Cc1cc2cc3c(cc2[nH]c1=O)OCCO3)C(=O)Nc1ccc(F)cc1,73.1
CCOC(=O)n1ccc(C(=O)Nc2ccccc2F)n1,112.8
COc1ccc(C2CC(=O)C3=C(C2)Nc2ncnn2C3c2ccccc2C)cc1 (stereo unspecified),78.7
COc1ccc(OC)c(C2/C(=C(/O)c3cnn(-c4ccccc4)c3C)C(=O)C(=O)N2CCN(C)C)c1 (stereo unspecified),103.2
CC1CCN(CC(=O)NCc2ccccc2)CC1,94.0
COc1ccc(S(=O)(=O)N2CCC(N3CCCCC3)CC2)cc1,114.5
O=C(C1CC1)N1CCC(c2nc(-c3ccc(S(=O)(=O)NCC4CCCO4)cc3)no2)CC1 (stereo unspecified),84.9
Nn1c(SCC(=O)N2CCCc3ccccc32)nnc1-c1ccc(Cl)cc1,66.2
COCc1cc(CN2CCCC2)c(O)c2ncccc12,89.4
Cc1cc(C)n(C(=O)c2cccc(S(=O)(=O)N3CCOCC3)c2)n1,90.4
CC(C)(C)NC(=O)C(c1ccccn1)N(C(=O)c1ccc2c(c1)OCCO2)C1CCCC1 (stereo unspecified),72.0
CN(C)C=Nc1c(Br)cc(Br)c2nonc12,133.1
CNc1nc(CC(C)=O)ns1,133.9
CC(=O)Nc1ccc(C(=O)Nc2ccc(S(=O)(=O)NCC3CCCO3)cc2)cc1 (stereo unspecified),99.8
CCCCCCn1c(CN2CCCCC2)nc2c1c(=O)n(C)c(=O)n2C,68.2
COc1ccc2c(c1OC)C(=O)OC2CC(=O)c1ccc(O)cc1 (stereo unspecified),89.4
CCn1c(-c2c[nH]c3ccccc23)n[nH]c1=S,89.4
COc1ccccc1C1C(C(=O)NCc2ccccc2)=C(C)Nc2ncnn21 (stereo unspecified),94.0
Cc1c(C#N)c2ccccc2n1CCOc1ccccc1F,81.8
COc1ccc(N2CCN(C(=O)CCn3nnc4ccccc43)CC2)cc1,98.7
CCCN1C(=O)C(O)(CC(=O)c2cccc(OC)c2)c2ccccc21 (stereo unspecified),102.7
O=C(CC(c1ccccc1)c1cc(Cl)ccc1O)N1CCOCC1 (stereo unspecified),93.6
CC(=O)NC(CCS(C)(=O)=O)C(=O)Nc1ccccc1C (stereo unspecified),95.4
CC1(C)CC2CC(C)(CN2C(=O)CN2C(=O)c3ccccc3C2=O)C1 (stereo unspecified),82.6
CC(C)(Oc1ccc(Cl)cc1)C(=O)Nc1ccc2oc(-c3ccncc3)nc2c1,88.1
CCOC(=O)c1[nH]c(C)c(C(=O)N2CCN(C(=O)OCC)CC2)c1CC,94.2
CCC1SC2=NC(C)=C(C(=O)OCCOC)C(c3ccc(C(=O)OC)cc3)N2C1=O (stereo unspecified),107.7
Cc1cccc(-n2nnnc2SC(C)C(=O)NCCC2=CCCCC2)c1 (stereo unspecified),82.9
COc1ccc(C2CC(C(F)(F)F)n3nc(C(=O)NCc4cn(C)nc4C)c(Cl)c3N2)cc1 (stereo unspecified),95.0
CS(=O)(=O)N(CC(=O)NCC1CCCO1)c1ccc(F)c(Cl)c1 (stereo unspecified),108.0
COc1cccc(-c2csc(N3CCN(C(=O)C4CCCCC4)CC3)n2)c1,81.3
O=C(CCn1c(=O)[nH]c2ccsc2c1=O)N1CCN(c2cccc(Cl)c2)CC1,95.7
COc1ccc(C)cc1S(=O)(=O)N1CCN(S(=O)(=O)c2cc(C)ccc2OC)CC1,89.9

# Next compounds
SMILES,SK-BR-3 tox 24h
CCC1CCCCN1C(=O)CSc1nnc(-c2ccc3c(c2)OCCO3)o1 (stereo unspecified),93.2
CCOc1ccccc1Nc1nc(N)nc(CSc2nncn2C)n1,129.7
Cc1cccc(OCc2nnc(SCC(=O)NCCc3ccccc3)o2)c1,72.5
CC1CC(C)CN(S(=O)(=O)c2ccc(C(=O)Nc3nnc(-c4cccs4)o3)cc2)C1 (stereo unspecified),203.7
Cc1onc(-c2ccncc2)c1C(=O)O,119.1
c1ccc(OCCCCn2cnc3ccccc32)cc1,87.1
CCn1cc(C(=O)NCCCOC)c2cc(OC)c(OC)cc2c1=O,89.5
CC(=O)N(CCO)Cc1cc2cc(C)cc(C)c2[nH]c1=O,87.2
Nc1nc(Cl)nc2c1ncn2[C@H]1C[C@H](O)[C@@H](CO)O1,111.8&94.0
N#Cc1ccc(CSc2nnc(Cc3cccs3)n2Cc2ccco2)cc1,64.9
COc1ccccc1-c1nnc2sc(-c3ccc(N(C)C)cc3)nn12,77.9
C/C=C/c1ccc(OCCCCN2C(=O)NC(C)(C)C2=O)c(OC)c1,91.0
Cc1ccc(CN2CCN(C(=O)C3CCC3)CC2)cc1,89.9
O=C(O)CCNc1ccc2c(c1)OCCO2,99.6
O=C1NCCCC1C(=O)N1CCN(C(=O)c2ccco2)CC1 (stereo unspecified),89.3
N=c1c(C(=O)NCc2ccc(F)cc2)cc2c(=O)n3ccccc3nc2n1CC1CCCO1 (stereo unspecified),56.0
O=C(NCCc1ccc(Cl)cc1)C1CCN(S(=O)(=O)c2ccc(-n3cnnn3)cc2)CC1,74.1
c1ccc(Oc2cc(-n3cccn3)ncn2)cc1,107.0
CC(C)c1ccc(NC(=O)C(c2ccccc2)N2CCN(C(=O)c3ccco3)CC2)cc1 (stereo unspecified),69.1
Cc1ccc(CN2C(=O)CCC2C(=O)NCCN(CC(C)C)CC(C)C)cc1 (stereo unspecified),78.2
O=C(Nc1cccnc1)C1OCCc2ccccc21 (stereo unspecified),103.7
CCCCOc1cc(C)nc(NCc2ccccc2)n1,89.5
COc1cccc(-n2c(SCC(=O)NC(C)(C)C)nnc2-c2ccoc2C)c1,61.3
O=C(CCN1C(=O)c2ccccc2S1(=O)=O)NCc1ccco1,99.1
Cc1ccc(N(C(=O)CNC(=O)c2ccco2)C(C(=O)NCC2CCCO2)c2ccccc2)cc1 (stereo unspecified),107.8
Cc1cc2ccccc2c(=O)n1CC(=O)N(C)c1ccc(F)cc1,106.5
CCCCCSc1nc(O)cc(=O)[nH]1,97.9
N#Cc1nc(-c2cccs2)oc1NCc1ccccc1Cl,73.0
COC(=O)c1nc2nc(C)cc(C(F)(F)F)n2n1,56.1
CCC(C)(C(=O)NC1CCCCC1)N(Cc1ccco1)C(=O)CNC(=O)c1ccccc1 (stereo unspecified),105.0
COc1ccccc1CN1C(=O)[C@@H]2C(CCC(N)=O)NC3(C(=O)Nc4c3ccc(Cl)c4C)[C@@H]2C1=O (stereo partly specified),120.0
Cc1cc(C)c(S(=O)(=O)Nc2ccc(O)cc2)c(C)c1,85.5
CCOc1ccc(N(CC(=O)NCC(C)C)S(C)(=O)=O)cc1,87.4
COc1ccc(C(=O)Nc2cccnc2)cc1C(=O)Nc1cccnc1,98.6
O=C(CN(Cc1ccc(F)cc1)C(=O)c1ccco1)NCc1ccc(F)cc1,65.6
CCc1cc2cc3c(cc2nc1SCC(=O)Nc1cc(C)on1)OCO3,60.4
CCOC(=O)c1c(NC(C)=O)sc2c(O)cccc12,93.8
CN(C)CC(O)COc1cccc(OCC(O)CN(C)C)c1 (stereo unspecified),116.6
O=C(Cc1ccccc1)N1CCC(c2nc3ccccc3[nH]2)CC1,89.4
COc1ccc(N2CCN(Cc3cc(=O)oc4c3ccc3ccccc34)CC2)cc1,86.5

# In the list so far, 2 contain a CF3 group:
SMILES,SK-BR-3 tox 24h
COc1ccc(C2CC(C(F)(F)F)n3nc(C(=O)NCc4cn(C)nc4C)c(Cl)c3N2)cc1 (stereo unspecified),95.0
COC(=O)c1nc2nc(C)cc(C(F)(F)F)n2n1,56.1

# Carrying on.
SMILES,SK-BR-3 tox 24h
O=C(Oc1cccc2c(=O)[nH]ccc12)c1ccccc1,96.7
CSc1nnc(NC(=O)c2ccc(C)c(S(=O)(=O)N3CCOCC3)c2)s1,72.8
c1cc2c(cc1C1=Nn3c(nnc3C3CCCCC3)SC1)OCO2,113.8
COc1ccc(CN2CC(C(=O)NCc3ccccn3)CC2=O)cc1 (stereo unspecified),101.1
CCN(Cc1cc2ccc(C)cc2[nH]c1=O)C(=O)c1cccnc1,96.5
Cc1[nH]c(=O)[nH]c(=O)c1S(=O)(=O)NCCc1ccc(S(N)(=O)=O)cc1,83.8
CC1(C)CC(O)C(C)(C)N1O (stereo unspecified),98.8
CCOc1ccc2[nH]c(=O)c(CN(Cc3cccs3)Cc3nnnn3C(C)(C)CC)cc2c1,178.5
COc1ccccc1N1CCN(C2CCN(C(=O)c3cccs3)CC2)CC1,121.8
CCCn1c(N2CCN(CC(=O)c3c(C)n(C)c4ccccc34)CC2)nc2c1c(=O)[nH]c(=O)n2C,82.0
C=CCn1c(SCc2ccccc2C#N)nnc1-c1cc(Br)ccc1O,81.3
O=C(CSc1nnnn1-c1ccccc1)N1CCc2ccccc2C1,111.9
COc1ccc(N2C(=O)C3CCCN3C2c2cccc(C)c2)cc1Cl (stereo unspecified),63.7
C=CCn1c(SCC(N)=O)nnc1-c1cccc(Br)c1,121.4
c1ccc2c(c1)oc1c(Nc3ccc4c(c3)OCO4)ncnc12,102.1
